# PMI act satM6P: PMI (human) activation, high substrate. 190,000 tested, 0.34% active. P34949. coupled PMI enzyme assay, resazurin fluorescence, 20 min; hits give high values; 1 = untreated enzyme, 0 = substrate-free blank. activation factor at 20 µM;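 active means activation factor of 2 or more at 20 µM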
#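 test system = human PMI in coupled enzyme assay | medium = HEPES-buffered pH 7.4 with magnesium and detergent | also added = 1.0 mM mannose-6-phosphate substrate with 0.22 mM NADP+ | compound = 20 µM single dose | times = 20 min incubation at room temperature | measured by = resorufin fluorescence (Ex 544/Em 590 nm) from resazurin via diaphorase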
# Diaph act CS: diaphorase activation or chemical reduction counter-screen | activation factor at 20 µM | Diaphorase/resazurin coupled assay, resorufin fluorescence, 16 min; hits give high values; 1 = vehicle wells, 0 = NADH-free wells | 190,000 tested, 0.005% active;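 active means diaphorase activity raised at least twofold by the compound at 20 µM; inactive means activation factor below 2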
#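 System – purified diaphorase enzyme from Clostridium kluyveri · Input – enzyme 0.07 U/mL final · Also added – final NADH 0.114 mM, resazurin 0.1 mM · Measured by – fluorescence of resorufin, 544 nm excitation, 590 nm emission · Timing – 16 min enzyme reaction, ambient temperature · Measure – resorufin increase flagging diaphorase activators or reducers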
# G6PDH counter: counter-screen for G6PDH assay hits: L. mesenteroides G6PDH inhibition. inhibition, % at 5 µM. 200,000 tested, 0.12% active. AID 1020. Purified L. mesenteroides G6PDH, diaphorase/resazurin coupled fluorescence, 45 min; in the data active means inhibition above about 50%
# PPARg SRC-3 ag: PPARgamma-driven SRC-3 recruitment agonism; AID 731; P37231; activation, % at 8 µM; biochemical PPARgamma/SRC-3 coactivator recruitment assay; 200,000 tested, 0.26% active; in the data active means activation above about 23%;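 further: 0% = DMSO and 100% = reference agonist; some compounds past the cut are filed as inactive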
# Target sequence (P37231 whole entry, looked up): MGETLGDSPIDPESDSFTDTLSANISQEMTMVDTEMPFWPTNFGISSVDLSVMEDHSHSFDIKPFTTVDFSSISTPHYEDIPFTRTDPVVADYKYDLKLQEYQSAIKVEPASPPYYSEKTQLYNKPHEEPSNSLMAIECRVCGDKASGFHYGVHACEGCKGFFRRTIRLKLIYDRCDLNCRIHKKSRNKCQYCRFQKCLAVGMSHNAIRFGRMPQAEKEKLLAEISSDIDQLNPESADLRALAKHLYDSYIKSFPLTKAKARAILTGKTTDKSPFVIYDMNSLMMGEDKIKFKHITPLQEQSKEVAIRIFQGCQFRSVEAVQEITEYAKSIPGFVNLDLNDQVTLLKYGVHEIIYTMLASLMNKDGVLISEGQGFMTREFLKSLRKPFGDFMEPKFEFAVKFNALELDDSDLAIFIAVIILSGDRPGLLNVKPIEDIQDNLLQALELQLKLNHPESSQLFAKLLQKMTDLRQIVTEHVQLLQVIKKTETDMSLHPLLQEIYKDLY
# PMI activator: phosphomannose isomerase (human) activation | AID 1214 | activation factor at 20 µM | P34949 | 190,000 tested, 0.005% active | purified human PMI, coupled resazurin fluorescence, 20 min; hits give high values; 1 = vehicle control, 0 substrate-free wells;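 active means activation factor of 2 or more at 20 µM, relative to plate controls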
# PPARg SRC2 recr: agonists of SRC-2 recruitment by human PPARgamma; PPARgamma LBD-SRC-2 recruitment, biochemical; P37231; 200,000 tested, 0.34% active; activation, % at 8 µM; in the data active means activation above about 22%;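 further: 0% = vehicle and 100% = reference agonist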
# PPARg SRC-1 ag: agonists of human PPARgamma SRC-1 coactivator recruitment; 200,000 tested, 0.41% active; PPARgamma-SRC-1 coactivator recruitment biochemical assay; AID 631; P37231; activation, % at 8 µM; in the data active means activation above about 19%;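 further: 0% = DMSO and 100% = reference agonist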
# ROMK primary: human ROMK K+ channel modulation, primary screen; Tet-inducible ROMK, thallium flux fluorescence; actives lie on both sides; B-score at 10 µM; 130,000 tested, 2% active;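 active means signal ratio slope over the read window, or its plate-corrected B-score, at least 3 SD from the plate mean, either direction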;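 further: B-score of the F/F0 ratio slope over 7 to 12 s after thallium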
# S1P3 antag: antagonists of human S1P3 receptor. inhibition, % at 4.98 µM. CHO S1P3 NFAT-BLA reporter, FRET fluorescence, antagonist mode. 170,000 tested, 0.27% active. Q99500;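 active means inhibition above the plate cutoff, the mean inhibition of test wells on that plate plus 3 SD, cut at about 28% in these data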;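 further: cells challenged with S1P at its EC80 of 0.8 µM; blue over green emission ratio from cleaved BLA substrate after 4 h stimulation; 0% = S1P-stimulated wells and 100% = unstimulated DMSO-only wells; some compounds past the cut are filed as inactive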
# Target sequence (Q99500 whole entry, looked up): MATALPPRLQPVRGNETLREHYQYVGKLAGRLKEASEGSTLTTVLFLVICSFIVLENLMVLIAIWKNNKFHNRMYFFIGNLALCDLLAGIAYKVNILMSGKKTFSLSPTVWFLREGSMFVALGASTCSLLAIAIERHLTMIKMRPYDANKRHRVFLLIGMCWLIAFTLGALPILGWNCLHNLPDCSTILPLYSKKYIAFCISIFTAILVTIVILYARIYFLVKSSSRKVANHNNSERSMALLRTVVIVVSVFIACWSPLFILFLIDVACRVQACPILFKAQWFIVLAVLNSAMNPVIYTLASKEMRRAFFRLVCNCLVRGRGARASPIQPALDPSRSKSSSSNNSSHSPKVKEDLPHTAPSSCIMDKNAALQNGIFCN
# SRC2 TRFRET art: counter-screen for PPARgamma SRC-2 recruitment agonists: TR-FRET artefact; hits give high values; TR-FRET ratio at 8 µM; 200,000 tested, 0.4% active; in the data active means TR-FRET ratio above about 2000; further: inactives centre near 1500
# Diaph inh CS: inhibits diaphorase or chemically oxidizes, flagging diaphorase assay artifacts. diaphorase resazurin-to-resorufin fluorescence, NADH, 16 min; bacterial (C. kluyveri) enzyme, not human. inhibition, % at 20 µM. 190,000 tested, 0.69% active. AID 1217;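 active means primary screen inhibition at 20 µM above a set limit, cut at about 50% in these data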;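 further: plate controls were DMSO with full reaction for no effect and wells lacking NADH for full effect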
#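 Assay system: diaphorase enzyme from Clostridium kluyveri. Quantity: enzyme working solution with 0.14 U/mL diaphorase. Schedule: reaction incubation of 16 min at room temperature. Technique: resorufin fluorescence, excitation 544 nm, emission 590 nm. Controls: No-NADH positive control and DMSO neutral control.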
# Numbers without * were called inactive; · = no result given.
SMILES,PMI act satM6P,Diaph act CS,G6PDH counter,PPARg SRC-3 ag,PMI activator,PPARg SRC2 recr,PPARg SRC-1 ag,ROMK primary,S1P3 antag,SRC2 TRFRET art,Diaph inh CS
CCC(=O)NC(=S)Nc1ccc(NC(=O)c2ccc([N+](=O)[O-])cc2)cc1,1,0.9,-5,-4,1,-4,-1,·,-3,1319,13
CCOC(=O)c1ccc(-c2ccc(/C=N/NC(=O)CN(c3ccccc3Cl)S(C)(=O)=O)o2)cc1,1,0.9,-20,7,0.9,-1,-3,-0.05,8,1568,11
Fc1cccc(Cc2noc(CN3CCCCC3c3ccccn3)n2)c1 (stereo not given),0.9,1,6,0,1,-6,6,1.9,-5,1480,-2
COc1ccc(-c2nnc(SCC(=O)NCc3cccs3)n2CC(C)C)cc1,1,0.9,4,12,1,-1,2,·,·,1549,14
COc1ccc(N(C(=O)c2cnccn2)C(C(=O)NC2CCCCC2)c2ccc(O)cc2)cc1 (stereo not given),1,1,6,-3,0.9,7,9,0.31,3,1547,4
COc1ccccc1NC(=O)C1=C(C)Nc2nnnn2C1c1cccc(Br)c1 (stereo not given),0.9,0.9,3,-11,1,-8,-3,-1.1,1,1647,11
COc1cccc(C(=O)N2N=C(c3ccccc3)CC2(O)C(F)(F)F)c1 (stereo not given),0.9,0.9,7,3,1,1,3,-0.92,-7,1546,9
COc1ccc(CCNC(=O)c2ccc(-c3ccc([N+](=O)[O-])cc3)o2)cc1OC,0.8,0.8,-22,-3,0.7,-1,-2,·,-5,1486,22
O=C(CN1CCN(Cc2ccc3c(c2)OCO3)CC1)c1c[nH]c2ccccc12,1.2,0.9,0,4,1.1,0,1,·,·,1564,8
Cc1ccc(C(=O)N/C(=C\c2ccccc2)C(=O)NCC2CCCO2)cc1 (stereo not given),1,0.9,-8,-7,1,0,7,·,-8,1512,6
Nc1nc(-c2cccnc2)nn1C(=O)CCc1ccccc1,·,·,·,-6,·,8,7,0.38,-7,1477,·
COc1ccc(OC)c(C(=O)CSc2nc3cccnc3n2C)c1,0.8,0.8,1,-8,0.8,0,-2,·,-5,1452,16
CC1(C)CC(=O)C=C(NCCN2CCN(C(=O)Nc3ccc(Cl)cc3)CC2)C1,1,0.9,2,-4,1,4,1,·,5,1336,11
CCOC(=O)N1CCN(c2ccc([N+](=O)[O-])cc2)CC1,0.9,0.9,-4,4,0.9,4,-3,-0.97,-12,1587,11
CCOc1ccc(S(=O)(=O)N2Cc3ccccc3CC2C(=O)NCCCn2ccnc2)cc1 (stereo not given),1.1,0.9,1,3,1.1,-3,0,·,12,1426,7
Cc1csc2cc(-c3cccc([N+](=O)[O-])c3)c(-c3cccc([N+](=O)[O-])c3)c[n+]12,1,0.9,-1,0,1.1,2,2,·,-6,1638,12
CCn1c(N)nc2c1c(=O)n(C)c(=O)n2C,1,1.1,20,7,0.9,-2,-2,·,24,1720,-7
COc1cccc(-n2nc(C(=O)Nc3ccc4c(c3)OCO4)c3ccccc3c2=O)c1,1,0.9,-49,3,1,2,0,·,12,1450,8
CC1CCCC(C(=O)O)N1C(=O)CCSSCCC(=O)N1C(C)CCCC1C(=O)O (stereo not given),1,0.9,-2,-10,1,-2,6,0.43,·,1426,8
COc1cccc(-n2c(CCn3nc(C)c([N+](=O)[O-])c3C)n[nH]c2=S)c1,1,0.8,0,-5,0.9,0,0,0.32,-5,1507,16
C/C(=N\NC(=O)CNc1cccc(C(F)(F)F)c1)c1ccc(Br)cc1,0.8,0.9,4,1,0.8,4,0,0.064,-6,1527,14
Cc1cc(C(F)(F)F)n2nc(-c3cnn(C)c3C(F)(F)F)c(Cl)c2n1,0.9,0.9,9,12,0.9,5,3,·,·,1811,12
CC(C)CC1(C(=O)NCCc2c[nH]c3ccccc23)C=CCN1C(=O)c1ccccc1 (stereo not given),0.9,0.8,11,3,0.9,1,4,-0.38,-11,1650,18
Cc1cccc(C)c1NC(=O)CCCSc1nnc(-c2ccco2)n1-c1ccccc1,1,0.9,3,2,1,-2,-1,·,-1,1589,14
O=C(CCn1c(=S)oc2ccccc21)Nc1ccccc1F,1.1,0.9,11,2,1.1,3,4,-0.00082,-19,1653,5
COc1ccc(-n2nnnc2SCC(=O)Nc2cc(OC)c([N+](=O)[O-])cc2C)cc1,1.1,1.1,15,-3,1,-6,-5,0.35,19,1631,-6
Cc1cccc(C)c1OCC(=O)N1CC2(C)CC1CC(C)(C)C2 (stereo not given),1,0.9,20,-1,1,7,-2,·,·,1437,6
CCOC(=O)Cn1nnnc1C(CC)N(Cc1cccs1)Cc1cc2cc(C)ccc2[nH]c1=O (stereo not given),0.9,0.7,-5,0,0.9,9,3,-4*,-35,1604,30
NC(N)=NS(=O)(=O)c1ccc(NC(=S)NC(=O)/C=C/c2ccco2)cc1,1.1,0.9,4,11,1,7,0,·,-5,1717,5
Cc1onc(-c2ccccc2Cl)c1C(=O)Nc1nnc(-c2cccc([N+](=O)[O-])c2)s1,1.1,1,5,22,1.1,6,7,·,·,1664,1
O=C1CC(c2ccccc2)CC(O)=C1C=NCCN1CCN(C(=S)Nc2cccc(Cl)c2)CC1 (stereo not given),0.9,0.8,3,-3,0.9,2,3,·,·,1532,18
CC(C)(C)c1ccc(-c2csc(NNC3=NCCCCC3)n2)cc1,1.1,0.9,8,12,0.9,1,8,-1.5,·,1702,10
COC(=O)C(C)(C)ONC(=O)Nc1ccc(C)cc1,1,1,1,-3,1,-3,-2,-0.41,-17,1471,4
FC(F)(F)c1nc(-c2cccs2)ncc1-c1nnnn1-c1ccc(Cl)cc1,0.9,0.8,0,4,0.8,-1,3,·,·,1538,17
Cc1ccc(C(=O)CC(Nc2ccc(F)cc2)c2ccccc2)cc1 (stereo not given),0.9,0.8,-10,3,0.8,15,9,·,3,1621,18
Cc1ccc(-c2nnc(SCC#N)n2N)cc1,1,1,-5,-5,1,-2,-6,·,-16,1478,4
CSc1nsc(SCC(=O)Nc2cccc(C(C)=O)c2)n1,0.9,0.8,-23,7,0.9,-3,7,0.11,-3,1788,21
CCOC(=O)c1cc(NC(=O)N2CCOCC2)c(C)nc1C,1,1,-8,2,0.9,1,4,·,5,1565,-2
CC(C)n1cc(/C=N\NC(=O)c2cc3c(ccc4ccccc43)o2)c2ccccc21,0.9,0.7,-6,-2,0.9,0,0,·,·,1432,28
c1coc(CNc2nc3nonc3nc2NCc2ccco2)c1,1.2,1,5,10,1,-1,0,·,-24,1493,2

# Structures from the list above containing a CF3 group, in the order listed:
SMILES,PMI act satM6P,Diaph act CS,G6PDH counter,PPARg SRC-3 ag,PMI activator,PPARg SRC2 recr,PPARg SRC-1 ag,ROMK primary,S1P3 antag,SRC2 TRFRET art,Diaph inh CS
COc1cccc(C(=O)N2N=C(c3ccccc3)CC2(O)C(F)(F)F)c1 (stereo not given),0.9,0.9,7,3,1,1,3,-0.92,-7,1546,9
C/C(=N\NC(=O)CNc1cccc(C(F)(F)F)c1)c1ccc(Br)cc1,0.8,0.9,4,1,0.8,4,0,0.064,-6,1527,14
Cc1cc(C(F)(F)F)n2nc(-c3cnn(C)c3C(F)(F)F)c(Cl)c2n1,0.9,0.9,9,12,0.9,5,3,·,·,1811,12
FC(F)(F)c1nc(-c2cccs2)ncc1-c1nnnn1-c1ccc(Cl)cc1,0.9,0.8,0,4,0.8,-1,3,·,·,1538,17

# New compounds follow.
SMILES,PMI act satM6P,Diaph act CS,G6PDH counter,PPARg SRC-3 ag,PMI activator,PPARg SRC2 recr,PPARg SRC-1 ag,ROMK primary,S1P3 antag,SRC2 TRFRET art,Diaph inh CS
N#Cc1cnc(SCC(=O)Nc2ccccc2C(F)(F)F)nc1N,1,1,3,1,1,4,3,-0.14,·,1528,-2
CCC(=O)N(CCO)Cc1cc2ccc(C)c(C)c2[nH]c1=O,1.1,1.2,10,-5,1.1,-1,2,·,-33,1363,-23
CCC(C)NC(=O)CSc1nc2ccsc2c(=O)n1-c1ccc(OC)cc1 (stereo not given),0.9,0.8,8,5,0.9,4,6,·,·,1600,24
O=C(CCc1nnc(CCc2ccccc2)o1)N1CCCC1c1nccs1 (stereo not given),1,0.8,9,-1,0.9,1,0,·,-14,1402,18
COc1ccc(CNC(C)C(=O)Nc2ccc3ccccc3c2)cc1OC (stereo not given),0.9,0.9,10,-1,0.9,-5,-3,0.56,-4,1336,14
O=C(COC(=O)c1cc(-c2ccc(F)cc2)nc2ccccc12)NCC1CCCO1 (stereo not given),1.1,1,-8,4,1.1,6,1,-4.4*,2,1611,3
C/C(N)=C(/C#N)C(=O)COC(=O)CCSc1ccccc1,0.9,0.8,15,-13,0.8,0,2,·,-15,1480,19
CCc1cccc(C)c1NC(=O)CN(C)Cc1ccccc1F,1.1,0.9,10,-3,1.1,-8,-5,-0.98,5,1623,8
NC(=O)c1ccsc1NC(=O)CN1C(=O)C2CC=CCC2C1=O (stereo not given),0.9,0.8,4,-6,0.9,-6,-5,·,-21,1543,20
O=C(NC1CCCCC1)NC1CCN(CC(=O)N2CCOCC2)CC1,1.1,1,0,-4,1,0,6,·,9,1534,2

# 3 entries out of the list, arranged by formula weight, smallest number first.
SMILES,PMI act satM6P,Diaph act CS,G6PDH counter,PPARg SRC-3 ag,PMI activator,PPARg SRC2 recr,PPARg SRC-1 ag,ROMK primary,S1P3 antag,SRC2 TRFRET art,Diaph inh CS
CSc1nsc(SCC(=O)Nc2cccc(C(C)=O)c2)n1,0.9,0.8,-23,7,0.9,-3,7,0.11,-3,1788,21
COc1ccc(CCNC(=O)c2ccc(-c3ccc([N+](=O)[O-])cc3)o2)cc1OC,0.8,0.8,-22,-3,0.7,-1,-2,·,-5,1486,22
CC1(C)CC(=O)C=C(NCCN2CCN(C(=O)Nc3ccc(Cl)cc3)CC2)C1,1,0.9,2,-4,1,4,1,·,5,1336,11

# Screening data deposited in PubChem BioAssay by several laboratories.

# No enrichment for hits. Share with any hit: about 3.3%.
